Screens deposited in PubChem by The Scripps Research Institute Molecular Screening Center.
KLK7 zymogen act: activators of human kallikrein-7 zymogen. 370,000 tested, 0.9% active. AID 652039. purified proKLK7, EDANS-DABCYL substrate fluorescence; 100% is mature enzyme control, 0% vehicle. P49862. activation, % at 7 µM;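 active = activation above the mean of all tested compounds plus 3 SD, computed per campaign excluding outliers beyond control limits, cut at about 13% in these data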
ARFGAP1 inh: inhibits rat ARF GTPase activating protein 1 | Q62848 | Arfgap1-stimulated ARF1 GTP hydrolysis, GDP FP detection | inhibition, % at 16.5 µM | 360,000 tested, 0.26% active | AID 651572;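 active = inhibition above a per-plate limit, mean inhibition of low control wells plus 3 SD, cut at about 25% in these data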;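 also: 0% = DMSO wells with enzyme and 100% = wells lacking Arfgap1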
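Material – truncated rat Arfgap1 GAP domain · Buffer or medium – HEPES-based buffer, pH 7.5 · Reagent – human ARF1(Δ1-17)-GTP substrate · Dosing – 16.5 µM single point, 1.26% DMSO · Schedule – GTP hydrolysis reaction 2 h at 25 °C · Technique – GDP detection by fluorescence polarization · Benchmarks – No-Arfgap1 wells (100%) versus DMSO full-reaction wells (0%) · Repeats – single replicate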
ADAM10 inh: ADAM10 inhibition, QFRET primary screen | O14672 | recombinant ADAM10, EDANS/DABCYL FRET peptide cleavage, 3 h | inhibition, % at 7 µM | 370,000 tested, 0.62% active | AID 720582;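 active = inhibition above a per-campaign cutoff equal to the mean of compounds falling between control-based bounds plus 3 SD, cut at about 20% in these data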;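 also: 0% = DMSO wells while the 100% control is not disclosed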
ASAP1 inh: blocks human ASAP1-stimulated Arf1 GTP hydrolysis; AID 624377; GDP FP detection; Q9ULH1; 360,000 tested, 0.19% active; inhibition, % at 16.5 µM; in the data active = inhibition above about 25%;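 also: 0% = vehicle with enzyme and substrate and 100% = no enzyme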
TDP2 absorb: blocks human TDP2 phosphodiesterase activity | O95551 | inhibition, % at 12.8 µM | recombinant TDP2, T5PNP hydrolysis, p-nitrophenol absorbance 415 nm | 370,000 tested, 0.34% active;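 active = inhibition above the mean of all tested compounds plus 3 SD, set per campaign, cut at about 25% in these data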;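 also: 0% = DMSO with enzyme and 100% = buffer with substrate but no TDP2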
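System – recombinant human TDP2 · Quantity – TDP2 enzyme at 120 nM final · Doses – single concentration, 12.8 µM nominal, with 1% DMSO · Incubation – 2 h at 37 °C · Measured by – epi absorbance of p-nitrophenol freed from T5PNP by hydrolysis · Read-out – % inhibition relative to enzyme-containing and enzyme-free wells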
ADAM17 inh: inhibitors of human ADAM17 | recombinant ADAM17, EDANS/DABCYL FRET peptide cleavage | 370,000 tested, 0.83% active | inhibition, % at 6.95 µM | P78536;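 active = inhibition above the mean of compounds lying between control limits plus 3 SD, set per campaign, cut at about 8.5% in these data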;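 also: 0% = DMSO-only wells as the low control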
LEDGF integ inh: blocks HIV-1 LEDGF/p75-dependent DNA integration | TR-FRET IN-LEDGF/p75 DNA integration, Eu/Cy5 | inhibition, % at 3.7 µM | 370,000 tested, 0.64% active | AID 743269;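 active = inhibition above the screen-wide mean plus 3 SD, cut at about 13% in these data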;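 also: signal is the Cy5 over europium emission ratio at 671 and 618 nm; 0% = plate median of compound wells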
DDE Tn7 FP inh: DD(E)-Tn7 binding inhibition, primary FP screen; FP displacement of FITC-Tn7 peptide from fibrin DD(E); 0% = median of compound wells per plate; inhibition, % at 8.3 µM; 370,000 tested, 0.13% active; AID 720508;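 active = inhibition above the mean of compounds falling within the control limits plus 3 SD of them, cut at about 14% in these data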;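 also: 0% = plate median of compound wells and 100% = 10 µM Aha-Tn7 peptide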
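Also added: labelled Tn7 tracer, 0.1 µM; Assay system: human fibrin DD(E) protein; Amount: 2 µM fibrin DD(E); Schedule: 10 min compound pre-incubation, 3 h probe incubation at room temperature; Repeats: one replicate per compound; Read-out basis: percent inhibition; Measured by: fluorescence polarization of the labelled Tn7 tracer.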
Tn6 DDE FP: DD(E)-Tn6 binding inhibition, primary FP screen. P02675. inhibition, % at 8.3 µM. AID 720509. Fibrin DD(E) TRITC-Tn6 fluorescence polarization displacement. 370,000 tested, 0.21% active;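 active = inhibition above a per-campaign cutoff: mean of compounds within control limits plus 3 SD, cut at about 15% in these data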;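 also: 0% = median of all compound wells on the plate and 100% = blocking peptide control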
PLCg1 inh: blocks human PLC-gamma1 enzyme activity | P19174 | purified PLC-gamma1, fluorogenic substrate, fluorescence | inhibition, % at 12.2 µM | 370,000 tested, 0.84% active | AID 720700; in the data active = inhibition above about 9.5%
Target sequence (P19174 whole entry, looked up): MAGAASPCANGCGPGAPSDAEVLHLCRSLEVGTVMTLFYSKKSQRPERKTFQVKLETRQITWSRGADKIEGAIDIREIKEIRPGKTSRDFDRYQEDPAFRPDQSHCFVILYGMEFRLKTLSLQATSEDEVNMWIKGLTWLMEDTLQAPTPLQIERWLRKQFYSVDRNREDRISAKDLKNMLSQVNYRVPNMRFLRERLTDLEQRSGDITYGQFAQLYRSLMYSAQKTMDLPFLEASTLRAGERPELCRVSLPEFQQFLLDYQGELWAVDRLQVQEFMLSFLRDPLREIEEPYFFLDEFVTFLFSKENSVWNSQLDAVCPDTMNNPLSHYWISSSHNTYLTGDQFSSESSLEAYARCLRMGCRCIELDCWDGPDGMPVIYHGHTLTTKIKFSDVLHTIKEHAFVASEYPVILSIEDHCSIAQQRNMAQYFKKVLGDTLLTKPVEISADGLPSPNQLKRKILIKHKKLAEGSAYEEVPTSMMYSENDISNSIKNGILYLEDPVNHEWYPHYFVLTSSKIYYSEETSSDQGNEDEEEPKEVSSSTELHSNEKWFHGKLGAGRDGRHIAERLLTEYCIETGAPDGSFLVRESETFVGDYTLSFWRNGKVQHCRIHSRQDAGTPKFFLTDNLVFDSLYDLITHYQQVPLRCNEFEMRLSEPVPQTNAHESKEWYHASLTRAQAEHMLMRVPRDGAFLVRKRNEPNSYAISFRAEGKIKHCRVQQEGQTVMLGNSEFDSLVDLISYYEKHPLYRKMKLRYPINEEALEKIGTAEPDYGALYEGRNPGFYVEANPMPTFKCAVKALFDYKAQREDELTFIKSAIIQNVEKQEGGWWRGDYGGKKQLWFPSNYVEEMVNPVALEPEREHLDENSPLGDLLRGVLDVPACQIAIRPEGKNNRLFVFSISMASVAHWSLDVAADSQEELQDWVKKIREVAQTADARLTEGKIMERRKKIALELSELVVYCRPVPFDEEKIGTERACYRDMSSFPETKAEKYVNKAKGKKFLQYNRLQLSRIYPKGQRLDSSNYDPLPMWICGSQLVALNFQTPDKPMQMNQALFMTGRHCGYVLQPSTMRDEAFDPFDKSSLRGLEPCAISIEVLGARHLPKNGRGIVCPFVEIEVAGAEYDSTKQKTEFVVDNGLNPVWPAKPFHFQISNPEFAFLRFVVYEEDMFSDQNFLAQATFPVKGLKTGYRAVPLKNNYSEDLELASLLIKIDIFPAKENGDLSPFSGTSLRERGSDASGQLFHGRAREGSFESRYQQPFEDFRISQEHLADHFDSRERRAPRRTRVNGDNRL
* = called active by the depositor; i = inactive; · = no result given.

A first look:
SMILES	KLK7 zymogen act	ARFGAP1 inh	ADAM10 inh	ASAP1 inh	TDP2 absorb	ADAM17 inh	LEDGF integ inh	DDE Tn7 FP inh	Tn6 DDE FP	PLCg1 inh
COc1ccc(CCN2C(=O)NC(NC(=O)C(C)(C)C)(C(F)(F)F)C2=O)cc1OC (stereo unspecified)	-0.4	5	4	-6	3	3	0	3	-1	-2
COC(=O)c1ccc(NS(=O)(=O)c2cc3c4c(c2)CCN4C(=O)CC3)cc1	-0.5	15	-5	4	1	-7	-1	-2	4	4
COc1cc(/C=N/NC(=O)c2ccc(=O)[nH]n2)ccc1O	0.4	8	0	1	-9	1	-1	2	7	2

Results, previewed entries included:
SMILES	KLK7 zymogen act	ARFGAP1 inh	ADAM10 inh	ASAP1 inh	TDP2 absorb	ADAM17 inh	LEDGF integ inh	DDE Tn7 FP inh	Tn6 DDE FP	PLCg1 inh
COc1ccc(CCN2C(=O)NC(NC(=O)C(C)(C)C)(C(F)(F)F)C2=O)cc1OC (stereo unspecified)	-0.4	5	4	-6	3	3	0	3	-1	-2
COC(=O)c1ccc(NS(=O)(=O)c2cc3c4c(c2)CCN4C(=O)CC3)cc1	-0.5	15	-5	4	1	-7	-1	-2	4	4
COc1cc(/C=N/NC(=O)c2ccc(=O)[nH]n2)ccc1O	0.4	8	0	1	-9	1	-1	2	7	2
O=C(CSc1nnc(-c2cccc(Cl)c2)n1Cc1ccco1)Nc1ccc(OCc2ccccc2)cc1	0.4	·	8	·	-10	4	-1	-4	-9	2
COCC(=O)NC1CC2CCC(C1)N2C(=S)Nc1ccccc1C(=O)OC (stereo unspecified)	0.6	3	-12	-15	6	-6	-6	4	2	0
COc1ccccc1NC(=O)CN1CCC(c2nc3ccc(C)cc3[nH]2)CC1	0.7	-2	6	5	10	1	-3	4	-2	-2
Cc1nc(N2CCOCC2)c2oc3ccccc3c2n1	0.1	11	-6	-21	3	4	0	3	1	-12
CCn1cc[n+](C)c1P(c1ccccc1)c1ccccc1	-0.5	2	1	8	-17	3	-2	-7	0	5
COc1ccc(-c2csc3nc(C)n(-n4cccc4)c(=O)c23)cc1	-0.3	3	-12	7	-5	-2	1	-2	1	-4
COc1ccc(S(=O)(=O)N(C)CC(=O)NCCN2CCOCC2)cc1	-0.1	8	0	6	-7	-1	4	-5	5	4
CC(C)OCC(O)CN1CCN(C(c2ccccc2)c2ccccc2)CC1 (stereo unspecified)	-0.2	5	5	3	10	-4	-2	7	0	-2
COc1ccc(N(C(=O)CNC(=O)c2ccco2)C(C(=O)NC2CCCCC2)c2ccco2)cc1 (stereo unspecified)	-0.1	4	-4	9	-8	3	-3	7	9	-1
CC[C@@]12C(=O)N(c3ccccc3)C(=O)N1[C@H](c1ccc(OC)cc1)[C@@H]1C(=O)N(C(C)(C)C)C(=O)[C@@H]12	-0.2	0	12	13	-12	-1	2	-1	5	0
COC(=O)c1ccccc1OCCCN(C)C	-0.3	5	-1	-11	-3	0	0	3	6	-2
CC(C)(C)CC(C)(C)Nc1c(-c2ccc(O)cc2)nc2cnccn12	39*	1	i	-4	6	i	0	5	3	i

Two compounds drawn at random from the list so far, as already listed:
SMILES	KLK7 zymogen act	ARFGAP1 inh	ADAM10 inh	ASAP1 inh	TDP2 absorb	ADAM17 inh	LEDGF integ inh	DDE Tn7 FP inh	Tn6 DDE FP	PLCg1 inh
COCC(=O)NC1CC2CCC(C1)N2C(=S)Nc1ccccc1C(=O)OC (stereo unspecified)	0.6	3	-12	-15	6	-6	-6	4	2	0
COc1ccc(N(C(=O)CNC(=O)c2ccco2)C(C(=O)NC2CCCCC2)c2ccco2)cc1 (stereo unspecified)	-0.1	4	-4	9	-8	3	-3	7	9	-1

Going on with the list:
SMILES	KLK7 zymogen act	ARFGAP1 inh	ADAM10 inh	ASAP1 inh	TDP2 absorb	ADAM17 inh	LEDGF integ inh	DDE Tn7 FP inh	Tn6 DDE FP	PLCg1 inh
CN(C)S(=O)(=O)c1ccc(N2CCCC2)c(C(=O)Nc2ccc(N3CCOCC3)cc2)c1	0.5	3	2	13	9	1	-3	-4	1	4
CC(=O)Cc1nsc(NC(=O)c2cccc(F)c2)n1	-0.1	7	7	5	2	1	2	1	8	-2
C1=CCN(Cc2ccccc2)C1	-0.6	1	-7	-1	-7	-7	-5	7	-8	6
CCOC(=O)c1[nH]c2ccc(OC)cc2c1NC(=O)CCN1CCN(Cc2ccccc2)CC1	13*	3	i	5	-6	-251	2	0	3	i
Cc1cccc(C2NC(c3cccc(C)c3)C([N+](=O)[O-])C(C)(C)C2[N+](=O)[O-])c1 (stereo unspecified)	0.5	4	-2	0	5	0	0	-5	-5	1
COc1ccccc1N1CCN(C(=O)c2ccc(NS(=O)(=O)c3ccc(C)cc3)cc2)CC1	0.5	9	8	5	-14	4	0	-2	5	3
C/C(CC(=O)NC1CCCCC1)=N\NC(=O)c1ccccn1	0.0	9	4	-1	3	-2	-2	-4	13	-2
COc1ccc(NC(=O)CN2C(=O)CSc3ccc(S(=O)(=O)N4CCCC4)cc32)cc1OC	-0.6	-11	-1	-12	3	-7	-1	0	-7	0
O=[N+]([O-])c1ccc(-c2ccc(/C=N/n3cnnc3)o2)c(Br)c1	-0.1	2	3	2	-1	-2	-1	3	-1	-18
Cc1ccc(Nc2nc(N)nc(N)c2N=O)cc1Cl	1.7	-13	-3	-2	1	-5	2	5	1	-1
CC1=C(C)C(=O)N(c2ccc(C(=O)O)cc2)C1=O	-0.5	2	-8	17	3	2	1	-4	-7	3
C=CCNC(=O)CN1N=C(c2ccc(C)cc2)CCC1=O	0.4	-10	0	-3	9	-1	2	-5	0	-1
COc1ccc(C(CNC(=O)Nc2ccccc2)N2CCN(C)CC2)cc1 (stereo unspecified)	-0.3	10	-3	2	-9	-5	3	-6	-4	2
COc1ccc(NC(=O)c2sc3nc(N4CCOCC4)c4c(c3c2N)CC(C)(C)OC4)c(OC)c1	-0.5	-3	-12	8	7	-2	1	-1	3	-10
CN(CC(=O)Nc1ccccc1Cl)C(=O)COC(=O)c1ccc(Cl)cc1[N+](=O)[O-]	0.5	11	-5	2	-1	-4	-4	-3	3	0
Cc1nn(Cc2ccccc2Cl)c(C)c1C(=O)NCc1ccco1	0.1	2	5	4	-6	-2	-4	2	4	0
COc1cccc(C(=O)Nc2ccc(-c3nnc(-c4ccco4)o3)cc2)c1	-14	1	-91	-6	1	-42	3	-3	1	-40
Cc1cccc(CNc2ncnc3ccc(-c4ccc5c(c4)OCCO5)cc23)c1	-1.2	3	-93	9	0	-31	3	-3	-6	-29
C[C@H](NC(=O)[C@@H]1CCCN1C(=O)OC(C)(C)C)c1ccccc1	0.2	6	-9	4	12	-4	-6	6	-10	0
CC1=CC(C)C2C(=O)N(c3ccccc3)C(=O)C2C1 (stereo unspecified)	1.2	1	-3	-6	9	-3	-2	10	7	-5
COC(=O)C(C)Oc1ccc2c(c1)O/C(=C\c1cccc(Br)c1)C2=O (stereo unspecified)	-1.2	0	-9	7	4	-4	-4	-6	1	-1
CCC1CCc2c(sc3ncnc(N4CCOCC4)c23)C1 (stereo unspecified)	0.1	4	-12	1	-6	-5	5	-4	6	1
COc1ccc(-c2nnc(SCC(=O)N(C)C3CCS(=O)(=O)C3)n2CC(C)C)cc1 (stereo unspecified)	-0.4	13	0	-4	-7	0	-3	2	-1	2
O=C(NCc1ccccn1)c1coc(=O)c(Br)c1	0.5	1	i	-10	0	-474	0	8	-2	-301
CCOC(=O)c1c(-c2ccccc2)oc2ccc(OC)cc12	-21	0	-81	8	8	-27	2	2	-1	-190
CN(CC(=O)Nc1ccc(F)c(F)c1)S(=O)(=O)c1cccc2cccnc12	-0.3	-2	6	7	-21	1	0	0	1	6
Cc1ccc(S(=O)(=O)N2CCOCC2)cc1NC(=O)COC(=O)c1ccc(Cl)nc1	0.0	8	-11	0	-6	-2	-4	8	2	4
CS(=O)(=O)N(CCc1ccccc1)CC(=O)Nc1ccc(OCc2ccccc2)cc1	0.2	7	6	6	-11	6	1	-3	1	1
Cc1c(NC(=O)C2CCN(S(=O)(=O)c3cccs3)CC2)c(=O)n(-c2ccccc2)n1C	-0.1	7	9	1	-24	-1	-1	-2	-2	7
Cc1cc2c(cc1C)NC(=O)CC(c1ccccc1)=N2	-0.2	0	-1	8	-3	-4	0	-10	-2	-1
COc1ccc(-c2ccc(/C=N/NC(=O)c3cccnc3)o2)c([N+](=O)[O-])c1	-0.4	-1	-7	-1	5	-6	0	-1	1	-14
Nc1ccc(N2CCOCC2)c(S(=O)(=O)Nc2cc(Cl)ccc2Cl)c1	-0.3	-1	7	-9	-5	4	3	-5	-1	-4
N#Cc1c(-c2ccccc2Cl)c2c([nH]c1=O)-c1ccccc1OC2	9.6	-6	i	-4	-8	i	2	-1	4	-407
O=C1OCC2=C1C(c1ccccc1)CC(=O)N2c1ccccc1 (stereo unspecified)	-0.2	-5	-6	-11	7	2	2	-2	-1	3
CC(=O)Nc1cc(NC(C)=O)c2nc(N)sc2c1	-0.6	4	13	-8	-9	3	-2	-4	2	2
CCOC(=O)C1CCCN(C(=O)c2cc3nc(-c4ccc5c(c4)OCO5)cc(C(F)(F)F)n3n2)C1 (stereo unspecified)	-3.5	-15	-4	-10	6	-4	-3	9	9	-29
CC(=O)Nc1ccc(S(=O)(=O)NNC(=O)C2CCCCC2)cc1	-0.9	-19	-6	-4	5	-4	-3	5	-1	0
Cc1ccc2[nH]c3c(c2c1)CN(C(=O)CN1CCCCC1)CC3	3.5	12	-5	-14	5	-7	1	-6	-3	-28
COc1ccc(NC(=O)c2ccco2)cc1N	0.5	-18	-2	-2	6	-1	-1	0	-1	-2
CCOc1cc2c(cc1OCC)C(c1ccc(C(=O)O)cc1)NCC2 (stereo unspecified)	0.3	11	4	-3	8	-1	0	-5	-1	-1
Cn1cc(Br)c(C(=O)NNC(=O)c2ccccc2)n1	-0.6	3	-7	-8	8	-2	2	5	4	-2
COc1cccc(CN2C(=O)C3(C(C#N)=C(N)OC4=C3C(=O)CCC4)c3ccccc32)c1 (stereo unspecified)	0.6	2	2	-8	-11	1	2	-8	-1	2
Cc1cccc(NCc2nc(SCC(=O)Nc3ccccc3Br)n[nH]2)c1	-0.3	5	8	11	6	0	5	-5	-11	1
O=C(CN(Cc1ccccc1)S(=O)(=O)c1ccc(F)cc1)NCc1ccccn1	0.2	-8	3	4	-1	0	-2	0	2	-1
O=c1c(-c2ccccc2Cl)c[nH]n1-c1ccccc1	-0.3	2	2	5	2	-2	-2	-1	2	7
CCOC(=O)COc1ccc(CCNC(C)=O)cc1	-0.1	-1	-3	-4	2	-3	-3	6	-3	1
Cc1cccnc1NC(=O)CCCc1c[nH]c2ccccc12	1.2	-10	3	-12	-4	4	0	1	-6	6
